Source: PubChem BioAssay
FXN GAA850 act: frataxin GAA850 promoter activation; HEK293 lucGAA850 FXN promoter luciferase reporter, 24 h; percent of 10 µM SAHA response; activation, % at 6 µM; 360,000 compounds, 0.56% hits; AID 540364;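 active = activation above the average of all compounds screened plus 3 SD, cutoff fixed separately per campaign, cut at about 7.5% in these data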;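 note: 0% = DMSO wells and 100% = 10 µM SAHA wells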
hgDAF12 agonist: activates the H. glycines DAF-12 receptor ligand-binding domain. HEK293 GAL4-hgDAF12 UAS-luciferase reporter, agonist luminescence; normalized to butyrate control. activation, % at 6.8 µM. 370,000 compounds, 1.8% hits. AID 687014;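 active = activation above a cutoff set at the mean of all screened compounds plus 3 SD, cut at about 10% in these data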;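 note: 0% = DMSO wells and 100% = sodium butyrate wells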
KLK7 zymogen act: activates the human kallikrein-7 zymogen; P49862; purified proKLK7, EDANS-DABCYL substrate fluorescence; 100% is mature enzyme control, 0% vehicle; activation, % at 7 µM; 370,000 compounds, 0.9% hits; AID 652039;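 active = activation above the mean of all tested compounds plus 3 SD, computed per campaign excluding outliers beyond control limits, cut at about 13% in these data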
Target sequence (P49862 whole entry, looked up): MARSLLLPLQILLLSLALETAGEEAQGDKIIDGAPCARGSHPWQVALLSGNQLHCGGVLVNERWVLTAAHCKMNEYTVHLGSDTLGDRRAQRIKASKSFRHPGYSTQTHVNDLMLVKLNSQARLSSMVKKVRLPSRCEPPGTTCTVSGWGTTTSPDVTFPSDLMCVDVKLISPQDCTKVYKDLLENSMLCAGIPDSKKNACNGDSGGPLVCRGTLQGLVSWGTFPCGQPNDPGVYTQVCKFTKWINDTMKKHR
ssDAF12 agonist: activators of S. stercoralis DAF-12 nuclear receptor; HEK293 ssDAF-12/GRIP1 lit1-tk-luc reporter, luminescence; % of 3 µM dafachronic acid response; activation, % at 6.8 µM; 370,000 compounds, 1% hits; AID 652126;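 active = activation above the mean over all tested compounds plus 3 SD, cut at about 0.9% in these data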;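 note: 0% = DMSO-only wells and 100% = 3 µM delta7-dafachronic acid wells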
GC-B act: GC-B (human) receptor activation; P20594; HEK293-GC-B cells, CNP EC30, cGMP TR-FRET; 0% at EC30 CNP, 100% saturating CNP; activation, % at 10 µM; 370,000 compounds, 0.11% hits; AID 1920062;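 active = activation at 10 µM reaching about 35% in either raw or pattern-adjusted values, limit read from the data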
hcDAF-12 act: activates DAF-12 receptor from parasite H. contortus; HEK293 hcDAF-12 lit1-tk-luc reporter, luminescence; 0% DMSO, 100% Δ7-dafachronic acid; activation, % at 6.8 µM; 370,000 compounds, 1.4% hits; AID 652067;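 active = activation above the mean of all tested compounds plus 3 SD, cut at about 5.5% in these data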;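 note: 100% = response to 3 µM Δ7-dafachronic acid high control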
SMARCA2 act: SMARCA2 function activation, primary screen; MG213 cells, MMTV-luciferase reporter, dexamethasone, overnight; activation, % at 9.1 µM; 370,000 compounds, 1% hits; AID 652017; in the data active = activation above about 7.8%;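 note: 0% = vehicle wells and 100% = reference activator wells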
DAX1 inh-1: blocks DAX1 repression of SF-1 activated StAR promoter; HEK293T StAR-luciferase reporter, SF-1/DAX-1 repression relief; inhibition, % at 6.8 µM; 370,000 compounds, 1.1% hits; AID 652010;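 active = inhibition above the mean over all tested compounds plus 3 SD, cut at about 3.6% in these data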;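 note: 0% = DAX-1 cells with DMSO and 100% = cells lacking DAX-1 with DMSO; higher inhibition means more luminescence from relief of DAX-1 repression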
GC-A act: GC-A (human) enzyme activation. P16066. HEK293 GC-A cells, cGMP TR-FRET, EC30 ANP; 0% at EC30 ANP, 100% saturating ANP. activation, % at 10 µM. 370,000 compounds, 0.14% hits; in the data active = activation above about 40%
sPLA2-III inh: Blocks human group III sPLA2 activity; Q9NZ20; QFRET BODIPY PC-A2 liposome hydrolysis, fluorescence; inhibition, % at 12.2 µM; 370,000 compounds, 0.56% hits;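 active = inhibition above mean plus 3 SD of compounds lying within the high and low control bounds, cut at about 19% in these data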;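 note: 0% = median of test compound wells and 100% = no enzyme DMSO wells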
Target sequence (Q9NZ20 whole entry, looked up): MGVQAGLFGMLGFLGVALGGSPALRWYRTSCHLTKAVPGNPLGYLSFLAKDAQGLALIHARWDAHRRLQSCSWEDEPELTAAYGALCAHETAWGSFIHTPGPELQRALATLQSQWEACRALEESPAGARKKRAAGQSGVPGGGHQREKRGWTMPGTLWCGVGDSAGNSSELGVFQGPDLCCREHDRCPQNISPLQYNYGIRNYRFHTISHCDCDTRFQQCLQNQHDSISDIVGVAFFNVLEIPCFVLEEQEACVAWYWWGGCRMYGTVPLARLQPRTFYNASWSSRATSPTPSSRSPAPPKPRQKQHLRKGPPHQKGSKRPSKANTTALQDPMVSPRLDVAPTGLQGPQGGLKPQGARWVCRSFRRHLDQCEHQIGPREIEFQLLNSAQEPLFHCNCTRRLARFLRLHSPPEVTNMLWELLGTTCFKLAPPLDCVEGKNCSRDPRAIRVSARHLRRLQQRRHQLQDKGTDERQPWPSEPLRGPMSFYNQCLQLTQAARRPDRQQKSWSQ
DAX1 inh-2: NR0B1 (DAX1) inhibition | HEK293 Gal4-DAX1 luciferase reporter, luminescence | inhibition, % at 6.75 µM | 340,000 compounds, 0.99% hits | AID 504766;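 active = inhibition above the mean over all tested compounds plus 3 SD, cut at about 4.2% in these data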;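 note: 0% = DAX1-transfected cells with DMSO and 100% = empty-vector control cells with DMSO; inhibition shows as a rise in luminescence from relieved DAX1 repression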
Target sequence (P51843 207-470 limits assumed): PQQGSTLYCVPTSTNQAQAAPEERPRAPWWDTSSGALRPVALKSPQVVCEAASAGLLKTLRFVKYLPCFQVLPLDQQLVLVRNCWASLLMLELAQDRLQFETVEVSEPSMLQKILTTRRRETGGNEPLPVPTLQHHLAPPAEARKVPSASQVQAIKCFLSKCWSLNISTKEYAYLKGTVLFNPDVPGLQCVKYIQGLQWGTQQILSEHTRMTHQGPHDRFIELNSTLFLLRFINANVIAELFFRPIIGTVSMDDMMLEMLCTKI
* hit, by the source's call; x = no result given.

SMILES	FXN GAA850 act	hgDAF12 agonist	KLK7 zymogen act	ssDAF12 agonist	GC-B act	hcDAF-12 act	SMARCA2 act	DAX1 inh-1	GC-A act	sPLA2-III inh	DAX1 inh-2
COc1cccc(CN(C)C(=O)[C@@H](NC(=O)c2ccc(C)cc2)C(C)C)c1	-0.3	-1.7	-0.3	-0.9	-3	-1.3	-2	-0.3	-8	-10	-1.2
C[C@@H]1CN([C@H](C)CO)C(=O)CCCn2nncc2CO[C@H]1CN(C)Cc1ccc2c(c1)OCO2	1.2	-2.9	0.3	-1.1	4	0.2	-3	-0.8	1	-3	4.0
O=S(=O)(c1ccc(SCCOc2ccc(Br)cc2)nc1)N1CCCC1	0.6	-1.9	-0.1	0.0	6	0.2	-1	-0.5	4	9	-0.1
Cc1ccc(Nc2nc3c(c(=O)[nH]c(=O)n3C)n2Cc2ccc(F)cc2)cc1	2.6	1.1	0.7	-1.1	9	1.3	1	0.6	10	0	-0.3
COc1ccc(C(=O)Nc2ccc(N3CCOCC3)cc2)cc1S(=O)(=O)NC1CCCC1	0.1	-2.4	0.2	-1.7	-5	-2.5	-2	-1.3	0	0	-1.7
CC(C)Cc1nnc(NC(=O)c2cc(-c3ccncc3)nc3ccccc23)s1	2.0	-2.7	-1.1	-0.8	1	-0.4	-6	-0.4	2	-12	-0.1
Cc1ccc(CC(=O)Nc2nncs2)cc1	-0.7	-1.7	-0.2	-1.0	5	-1.8	-4	-0.3	5	6	-0.4
O=C(CSCc1cnn(-c2ccccc2)c1-n1cccc1)NCC1CCCO1 (stereo unspecified)	-0.8	-1.6	-0.1	-1.3	2	-2.9	-4	-0.4	1	4	-1.0
C=CCn1c(COc2ccc(F)cc2)nnc1SC(C)C(=O)NCC1CCCO1 (stereo unspecified)	1.4	-0.2	0.5	-1.2	3	2.7	-3	-1.2	-1	-2	-0.2
O=C(CSc1nnc(CNC(=O)c2c(F)cccc2Cl)o1)NCc1ccc2c(c1)OCO2	-1.7	-2.1	0.6	-1.3	-1	-1.2	0	-0.1	-2	4	0.9
CC[C@H]1C(c2ccc(F)cc2)=NN(c2ccccc2)[C@@H]1CO	0.2	3.1	22*	0.0	-2	-0.3	-3	-0.2	10	12	-1.2
Cc1nc(CNS(=O)(=O)c2cc(F)ccc2F)cs1	1.4	-1.4	0.4	-0.5	2	-0.8	-3	0.4	0	-5	-0.2
CCOC(=O)CC(=O)CSc1nnc2c(n1)[nH]c1ccccc12	-0.1	5.2	-0.8	-0.2	2	2.2	1	1.0	0	-25	2.2
COc1cc(OC)cc(C(=O)NNc2nc3cc4c(cc3s2)OCO4)c1	1.5	6.5	2.1	-0.5	2	3.6	1	1.0	-1	18	0.0
CC[C@]12c3[nH]c4cc(CCC(=O)N(C)C)ccc4c3CCN1C(=O)[C@@H](CC(=O)NCc1ccco1)C[C@@H]2C(=O)N1CCN(C(=O)c2ccco2)CC1	-0.5	1.1	-0.4	-0.9	-3	-1.3	-3	0.2	1	-4	0.3
Cn1c(SCC(=O)c2c(N)n(C)c(=O)n(C)c2=O)nnc1-c1ccc(F)cc1	2.4	-0.3	0.1	-1.4	-4	-2.1	0	0.1	4	-4	0.9
Cc1nc2[nH]c(=O)c3c(n2n1)NC1=C(C(=O)CC(C)(C)C1)C3c1ccccc1 (stereo unspecified)	-1.8	-2.8	47*	-0.9	2	0.6	4	0.1	-2	-1	1.7
Cc1ccc(S(=O)(=O)NC(=O)C2(C)CCN2C(=O)Cc2cccs2)cc1 (stereo unspecified)	0.9	-2.6	-1.1	-0.9	-1	-1.2	-2	0.4	-1	16	x
CC(=O)NS(=O)(=O)c1ccc(NC(=O)C2c3ccccc3Oc3ccccc32)cc1	1.7	1.7	0.6	-1.1	6	2.6	-2	0.7	2	-15	-0.2
C=CCNC(=O)C(C(=O)OCC)C1CCCCC1 (stereo unspecified)	-0.3	2.3	0.0	-1.5	3	-0.8	-6	-0.4	-5	-4	-0.2
O=C(N/N=C/c1c(Cl)cccc1Cl)c1ccc(F)cc1	1.1	2.0	-0.4	-1.4	3	0.4	1	0.1	5	5	-0.4
CC1(C)CCc2cc(-c3ccnc(=S)[nH]3)ccc2O1	-1.5	2.1	0.5	-0.7	-1	1.0	7	1.1	-3	16	2.4
O=C(CCCn1cnc2ccccc2c1=O)Nc1ccccc1F	0.8	1.5	0.5	0.3	-3	-1.5	-3	0.4	-1	12	1.0
O=C(NN=C1CCCC1)c1ccn[nH]1	3.2	12*	0.2	0.6	3	0.8	3	1.7	2	12	1.5
CCN(CC)CCN(C(=O)c1ccc2c(c1)OCCO2)c1nc2cc3c(cc2s1)OCO3	0.2	1.1	0.2	-0.6	-6	1.9	0	0.6	-5	1	1.4
The results go on:
SMILES	FXN GAA850 act	hgDAF12 agonist	KLK7 zymogen act	ssDAF12 agonist	GC-B act	hcDAF-12 act	SMARCA2 act	DAX1 inh-1	GC-A act	sPLA2-III inh	DAX1 inh-2
COC(=O)NCC(c1cccnc1)N1CCN(c2ccccc2F)CC1 (stereo unspecified)	-1.1	2.7	-0.3	-0.5	1	0.9	-2	-0.4	3	10	0.1
CCN1CCN(C(CCc2ccccc2)C(=O)NC2CCCCC2)CC1 (stereo unspecified)	x	2.4	0.1	-1.2	-6	3.0	-1	0.2	1	3	x
COc1ccc2[nH]cc(C(=O)CN3CCN(C/C=C/c4ccccc4)CC3)c2c1	x	-1.0	0.0	0.5	3	-0.4	2	0.0	0	-21	x
CCN1C(=O)/C(=C/C=C2/Sc3ccccc3N2CCO)SC1=S	-0.6	-0.7	0.1	-1.2	5	-0.3	0	1.8	-4	1	0.0
Cc1c(C(=O)O)sc2nc(/C=C/c3cccc(F)c3)[nH]c(=O)c12	0.2	2.6	-2.0	-0.7	-8	0.5	-2	-0.2	-6	-2	0.4
CC1CCC(=NNC(=O)c2ccccc2-n2cccc2)CC1 (stereo unspecified)	-0.3	-0.9	0.2	-1.5	-1	-1.0	-2	2.1	-2	-23	0.9
CCn1c(SCC(=O)NCc2ccco2)nnc1-c1ccc(N)cc1	-0.9	-0.1	-0.1	-1.5	6	-0.7	-1	-0.9	1	-4	0.4
CCc1ccc(NC(=O)CSc2nc3cc(C(=O)OC)ccc3c(=O)n2Cc2ccco2)cc1	-1.3	-1.4	0.1	-1.7	4	-0.6	-4	0.0	0	0	2.5
O=C(O)COn1c(-c2ccccc2)nc2ccc([N+](=O)[O-])cc21	1.5	14*	-0.3	0.6	5	4.4	7.8*	3.2	14	7	2.0
CCC(C(=O)Nc1ccc2c(c1)OCCO2)n1c(=O)[nH]c2ccccc2c1=O (stereo unspecified)	-8.6	-9.1	-0.2	-1.8	-2	-4.3	-4	-0.9	-3	-1	-0.1
COc1nc(OC)nc(N2CCC(C(=O)NCc3ccc(F)cc3)CC2)n1	1.0	2.4	0.0	-1.7	1	1.2	-1	-0.3	-2	-3	-0.7

14 of these compounds in a different format:
| compound | FXN GAA850 act | hgDAF12 agonist | KLK7 zymogen act | ssDAF12 agonist | GC-B act | hcDAF-12 act | SMARCA2 act | DAX1 inh-1 | GC-A act | sPLA2-III inh | DAX1 inh-2 |
| --- | --- | --- | --- | --- | --- | --- | --- | --- | --- | --- | --- |
| C=CCNC(=O)C(C(=O)OCC)C1CCCCC1 (stereo unspecified) | -0.3 | 2.3 | 0.0 | -1.5 | 3 | -0.8 | -6 | -0.4 | -5 | -4 | -0.2 |
| O=C(N/N=C/c1c(Cl)cccc1Cl)c1ccc(F)cc1 | 1.1 | 2.0 | -0.4 | -1.4 | 3 | 0.4 | 1 | 0.1 | 5 | 5 | -0.4 |
| CC1(C)CCc2cc(-c3ccnc(=S)[nH]3)ccc2O1 | -1.5 | 2.1 | 0.5 | -0.7 | -1 | 1.0 | 7 | 1.1 | -3 | 16 | 2.4 |
| O=C(CCCn1cnc2ccccc2c1=O)Nc1ccccc1F | 0.8 | 1.5 | 0.5 | 0.3 | -3 | -1.5 | -3 | 0.4 | -1 | 12 | 1.0 |
| O=C(NN=C1CCCC1)c1ccn[nH]1 | 3.2 | 12* | 0.2 | 0.6 | 3 | 0.8 | 3 | 1.7 | 2 | 12 | 1.5 |
| CCN(CC)CCN(C(=O)c1ccc2c(c1)OCCO2)c1nc2cc3c(cc2s1)OCO3 | 0.2 | 1.1 | 0.2 | -0.6 | -6 | 1.9 | 0 | 0.6 | -5 | 1 | 1.4 |
| COC(=O)NCC(c1cccnc1)N1CCN(c2ccccc2F)CC1 (stereo unspecified) | -1.1 | 2.7 | -0.3 | -0.5 | 1 | 0.9 | -2 | -0.4 | 3 | 10 | 0.1 |
| CCN1CCN(C(CCc2ccccc2)C(=O)NC2CCCCC2)CC1 (stereo unspecified) | x | 2.4 | 0.1 | -1.2 | -6 | 3.0 | -1 | 0.2 | 1 | 3 | x |
| COc1ccc2[nH]cc(C(=O)CN3CCN(C/C=C/c4ccccc4)CC3)c2c1 | x | -1.0 | 0.0 | 0.5 | 3 | -0.4 | 2 | 0.0 | 0 | -21 | x |
| CCN1C(=O)/C(=C/C=C2/Sc3ccccc3N2CCO)SC1=S | -0.6 | -0.7 | 0.1 | -1.2 | 5 | -0.3 | 0 | 1.8 | -4 | 1 | 0.0 |
| Cc1c(C(=O)O)sc2nc(/C=C/c3cccc(F)c3)[nH]c(=O)c12 | 0.2 | 2.6 | -2.0 | -0.7 | -8 | 0.5 | -2 | -0.2 | -6 | -2 | 0.4 |
| CC1CCC(=NNC(=O)c2ccccc2-n2cccc2)CC1 (stereo unspecified) | -0.3 | -0.9 | 0.2 | -1.5 | -1 | -1.0 | -2 | 2.1 | -2 | -23 | 0.9 |
| CCn1c(SCC(=O)NCc2ccco2)nnc1-c1ccc(N)cc1 | -0.9 | -0.1 | -0.1 | -1.5 | 6 | -0.7 | -1 | -0.9 | 1 | -4 | 0.4 |
| CCc1ccc(NC(=O)CSc2nc3cc(C(=O)OC)ccc3c(=O)n2Cc2ccco2)cc1 | -1.3 | -1.4 | 0.1 | -1.7 | 4 | -0.6 | -4 | 0.0 | 0 | 0 | 2.5 |

Complete entries, looked up by structure. Order of values: FXN GAA850 act	hgDAF12 agonist	KLK7 zymogen act	ssDAF12 agonist	GC-B act	hcDAF-12 act	SMARCA2 act	DAX1 inh-1	GC-A act	sPLA2-III inh	DAX1 inh-2
CCN1C(=O)/C(=C/C=C2/Sc3ccccc3N2CCO)SC1=S reads -0.6	-0.7	0.1	-1.2	5	-0.3	0	1.8	-4	1	0.0
CC1CCC(=NNC(=O)c2ccccc2-n2cccc2)CC1 (stereo unspecified) reads -0.3	-0.9	0.2	-1.5	-1	-1.0	-2	2.1	-2	-23	0.9

The order is random; overall some 6.7% were active at least once.
